Source: PubChem
GLP1R ag: agonists of human GLP-1 receptor | HEK293 GLP-1R CRE-luciferase, luminescence, 4-6 h; cells express a hypersensitive GLP-1R form | P43220 | actives 0.007% (n = 380,000) | Potency, µM (titrated, usually from 45.6 µM), inactives show at the highest dose activation, most hits filed as activators; also: potency is read from the fitted curve at half-maximal effect; % of control where 0% means no effect
GLP1R inv ag: GLP-1 receptor (human) inverse agonism; P43220; HEK293 GLP-1R CRE-luciferase, luminescence, 24 h; GLP-1R form is constitutively active; Potency, µM (highest dose often 38.3 µM), for inactives: at the top dose activity change, negative = inhibition, usual class: inhibitors; actives 1.6% (n = 410,000); AID 624417; also: potency is read from the fitted curve at half-maximal effect; % is scaled to controls: 0 for no effect and ±100 for the full control effect; nearly all actives have a fitted effect of over 55% in size
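Stable HEK293 clone (constitutively active GLP-1R + cAMP-response luciferase); 200 cells/uL plated, 12 h pre-culture, compound 24 hr, 37 deg C/5% CO2; detection reagent 12 min RT; luminescence.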
aSyn rescue: rescues yeast growth from alpha-synuclein toxicity. Potency, µM (series often up to 46.1 µM), inactives show at the top dose growth rescue (activation), hits mostly activators. Yeast expressing alpha-synuclein, growth rescue, BacTiter-Glo, 24 h. actives 0.14% (n = 370,000); also: potency is read from the fitted curve at half-maximal effect; % of control where 0% means no effect; nearly all actives have a fitted effect of over 65% in size
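Readout is rescue of growth in alpha-synuclein-expressing yeast, so inhibitors of toxicity appear as activators. Growth after 24 hr at 30 deg C in galactose medium is quantified by luminescence.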
PTHR1 agonist: activates the human parathyroid hormone receptor PTHR1. Q03431. HEK293 GP2 PTHR1 cells, GloSensor cAMP luminescence, 1 h. Potency, µM (top dose mostly 115 µM), for inactives: top-dose activation, most hits filed as activators. actives 0.075% (n = 410,000). AID 743266; also: potency is read from the fitted curve at half-maximal effect; nearly all actives have a fitted effect of over 55% in size; some results filed as inactive show a strong effect at the top dose; inactives centre near -15; many of its hits are not listed in these tables
Target sequence (Q03431 whole entry, looked up): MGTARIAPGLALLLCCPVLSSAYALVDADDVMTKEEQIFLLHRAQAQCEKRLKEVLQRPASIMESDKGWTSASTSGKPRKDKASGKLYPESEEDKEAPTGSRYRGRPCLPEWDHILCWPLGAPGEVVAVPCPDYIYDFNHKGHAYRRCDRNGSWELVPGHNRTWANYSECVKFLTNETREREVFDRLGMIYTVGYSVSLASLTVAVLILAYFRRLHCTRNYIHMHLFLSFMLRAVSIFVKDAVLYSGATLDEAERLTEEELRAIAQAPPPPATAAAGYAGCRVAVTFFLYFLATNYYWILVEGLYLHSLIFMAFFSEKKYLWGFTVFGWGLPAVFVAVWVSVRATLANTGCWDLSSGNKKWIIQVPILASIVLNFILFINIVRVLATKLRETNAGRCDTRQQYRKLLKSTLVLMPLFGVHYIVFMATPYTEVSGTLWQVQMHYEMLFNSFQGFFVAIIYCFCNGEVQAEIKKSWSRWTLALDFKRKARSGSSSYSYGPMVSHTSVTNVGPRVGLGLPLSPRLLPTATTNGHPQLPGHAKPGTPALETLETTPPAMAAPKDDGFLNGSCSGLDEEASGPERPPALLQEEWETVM
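HEK-293-derived GP2 cells expressing PTHR1 and a GloSensor cAMP reporter, 3,000/well, plated overnight, given luciferin plus IBMX (each 0.5 mM as added) for 1 h at 37 °C, then compound for 1 h at 37 °C. Luminescence was read after 15 min at room temperature.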
Abeta yeast res: compounds reversing amyloid beta toxicity in yeast. yeast expressing A-beta42, growth rescue, OD600, 48 h; response scale: 0% DMSO, 100% iron-clioquinol control. Potency, µM (titrated, usually from 46.1 µM), inactives show top-dose growth rescue, actives largely listed as activators. actives 0.063% (n = 410,000). AID 1347071; also: potency is read from the fitted curve at half-maximal effect; nearly all actives have a fitted effect of over 55% in size
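Yeast growth medium received pinned compounds, then yeast cells expressing toxic A-beta were added; plates incubated at 30 C for 48 hr. Growth read as absorbance at 600 nm, normalized to DMSO and equimolar FeCl3 plus clioquinol controls.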
TDP-43 yeast inh: inhibitors of TDP-43 toxicity in yeast. actives 1.8% (n = 410,000). Potency, µM (highest dose often 46.1 µM), without a hit: at the top dose growth rescue (activation), hits mostly activators. TDP-43 expressing yeast growth rescue, BacTiter-Glo, 24 h; also: potency is read from the fitted curve at half-maximal effect; % of control where 0% means no effect; nearly all actives have a fitted effect of over 50% in size
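In this qHTS, compounds that restore growth of yeast expressing TDP-43 appear as activators. Cells (OD600=0.02, galactose medium, raffinose-pregrown) are incubated with compound 24 hr at 30 deg C and growth is quantified by BacTiter-Glo.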
Akt phos inh: inhibitors of Akt phosphorylation | Neuro2A IGF-stimulated pAkt S473 HTRF, 20 min; active compounds read low | activity change, % for hits at 50 µM | actives 0.32% (n = 360,000) | AID 651550; in the data active = activity change below about -80%; inconclusive = mostly about -51% to -80%; also: % is scaled to controls: 0 for no effect and ±100 for the full control effect
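Neuro2A cells in DMEM with 0.5% FBS, overnight at 37 deg C, given compound at single 50 µM final, then IGF (6 nM final) for 20 min at 37 deg C. Lysed; phospho-Akt Ser473 by HTRF after 24 h, 665/615 ratio.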
FUS suppressor: rescues growth of FUS-expressing yeast. S. cerevisiae FUS-expressing, growth rescue, OD600, 24 h. Potency, µM (top dose mostly 76.6 µM), without a hit: top-dose growth rescue (activation), most hits filed as activators. AID 1347120. actives 0.24% (n = 390,000);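 also: potency is read from the fitted curve at half-maximal effect; plate controls were DMSO vehicle for no effect and reference control for full effect; nearly all actives have a fitted effect of over 55% in size; some results filed as inactive show a strong effect at the top dose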
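FUS-expressing yeast, raffinose-pregrown, induced in 2% galactose minimal medium at OD 0.005; compounds in a dilution series, 24hr at 30C. Growth restoration read as absorbance at 600 nm. CP55940 positive control, DMSO negative.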
D3 antag: antagonists of human D3 dopamine receptor; P35462; D3R cells, DiscoveRx beta-arrestin luminescence, antagonist mode; active compounds read low; max response, negative = inhibition, %; actives 2.5% (n = 360,000); AID 652054; in the data active = max response below about -50%; inconclusive = no clear call, values can overlap the other calls; also: % is scaled to controls: 0 for no effect and ±100 for the full control effect; mostly tested at two doses, the higher about 12 µM
Target sequence (P35462 whole entry, looked up): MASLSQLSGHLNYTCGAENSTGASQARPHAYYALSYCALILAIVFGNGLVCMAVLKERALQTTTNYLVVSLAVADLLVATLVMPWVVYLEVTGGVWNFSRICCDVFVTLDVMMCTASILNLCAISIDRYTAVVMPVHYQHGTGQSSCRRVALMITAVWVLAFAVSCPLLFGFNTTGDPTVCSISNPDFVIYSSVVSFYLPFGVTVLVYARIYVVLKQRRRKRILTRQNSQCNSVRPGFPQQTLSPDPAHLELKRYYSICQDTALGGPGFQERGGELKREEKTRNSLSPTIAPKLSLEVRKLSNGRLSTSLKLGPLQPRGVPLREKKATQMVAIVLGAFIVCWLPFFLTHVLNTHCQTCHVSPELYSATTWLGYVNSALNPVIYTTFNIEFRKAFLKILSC
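Cells expressing the human receptor were seeded at 1500 cells/well, incubated overnight at 37 degrees C in 5% CO2, then exposed to library compounds with dopamine controls for 90 minutes at 37 degrees C before luminescent detection.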
The depositor's hits bear a star; i = inactive; ? = inconclusive; . = not tested or not shown; [ ] = dose if it differs, or a comment. Unless noted, calls follow the shape of the dose curve; as a rule, active = well fitted curve in the direction sought with a large enough effect; inconclusive = small, poorly fitted or top-dose-only effect, or another doubt; inactive = no such curve, though single readings can be large; an effect the other way counts as inactive or inconclusive.

SMILES	GLP1R ag	GLP1R inv ag	aSyn rescue	PTHR1 agonist	Abeta yeast res	TDP-43 yeast inh	Akt phos inh	FUS suppressor	D3 antag
O=C(NC(=O)c1cc([N+](=O)[O-])ccc1Cl)C1=C(N2CCCC2)COC1=O	-5%	12%	0%	-4%	-2%	-4%	i	-5%	-15
O=C(O)c1ccc(CNC(=O)c2ccc(Br)o2)cc1	-12%	40%[activator]	1%	-23%[57.5 µM]	-11%	-19%	.	30%	-8
CC(=O)OCC(=O)NCc1ccc2c(c1)OCO2	4%	7%	-2%	i	2%	-6%	.	-5%	0
CCOC(=O)c1sc(NC(=S)NC(=O)c2ccccc2Cl)c(C(=O)OCC)c1C	1%	0%	1%	i	19%	21%	i	-9%	8
CSc1nnc(Cn2c(=O)sc3ccccc32)n1-c1cccc(Cl)c1	10%	0%	10%	-1%[57.5 µM]	1%	7%	i	23%	38
O=C(c1cccs1)N1CCC2(O)CCCCC2C1c1ccc(F)cc1 (stereo unspecified)	-2%	37%[activator]	-7%	i	11%	4%	i	11%	11
Brc1ccc(Nc2c3c(nc4nncn24)CCC3)cc1	.	-16%	.	-19%	-10%	13µM*	.	-2%	.
CCN(C(=O)CCCC(=O)N(CC)c1ccccc1)c1ccccc1	-2%	1%	5%	i	-1%	4%	i	-11%	-26
COc1cccc(NC(=O)N2CCCC(C(=O)NC3CCCCC3C)C2)c1 (stereo unspecified)	5%	5%	0%	i	3%	-5%	i	6%	-4
O=C(Cc1ccccc1)NCC(=O)OCC(=O)c1ccc(Cl)cc1	4%	2%	8%	i	1%	8%	i	8%	4
CCc1ccc(C2CC(c3ccc(C)cc3)Nc3nc(N)nn32)cc1 (stereo unspecified)	0%	-5%	-1%	-9%	0%	-7%	i	3%	0
COc1cc(C(=S)N2CCCC2)cc(Cl)c1OCC(=O)Nc1ccc(C)cc1C	10%	?	1%	i	-4%	-76%[inhibitor]	i	32%	2
O=C(Cn1cc(SCc2cccc(Cl)c2)c2ccccc21)N1CCCCC1	.	?	.	-9%	14%	21%	.	34%	.
O=C(NCc1ccco1)c1csc2c1CCCC2	8%	-11%	2%	i	3%	15%	i	-4%	-15
CCN(CC(=O)NCc1ccc(Cl)cc1)C(=O)COc1cccc(Cl)c1	6%	?	6%	-18%	1%	-1%	i	10%	5
CCOC(=O)C(=O)Nc1ccccc1C#N	-2%	2%	2%	i	14%	17%	i	-13%	10
CC(C)C(=O)n1nc(-c2cccnc2)nc1NCc1ccc(F)cc1	2%	3%	-16%	i	-4%	?	i	4%	-11
CC(/C=C/c1ccccc1)=N\NC(=O)c1ccncc1	-1%	-19%	-10%	-5%[57.5 µM]	1%	4%	i	-18%	?
CCN(CC)CCNC(C(=O)Nc1cccc(C(C)=O)c1)c1ccccc1 (stereo unspecified)	7%	4%	-4%	i	-29%	-17%	i	21%	-15
CC(=O)c1ccc(NC(=O)CN2CCCCCC2)cc1	15%	9%	1%	-22%	-9%	-25%	i	17%	-4
CCOC(=O)c1sc(N2C(=O)c3oc4ccc(C)cc4c(=O)c3C2c2ccccc2F)nc1C (stereo unspecified)	.	7%	.	?	8%	-13%	.	-13%	.
CCCn1c(C)cc(/C=C(\C#N)C(=O)OCC(=O)NC(=O)NCC)c1C	17%	-1%	-6%	i	10%	0%	i	-2%	10
CCNC(=O)COC(=O)COc1ccc(Cl)cc1C	-6%	-1%	9%	i	-3%	-3%	i	-3%	-6
CN(C)/C=C1\C=C(c2ccccc2)OC1=O	-2%	29%	10%	i	-17%	27%	i	43%	-21
Cc1ccc(C(C[N+](=O)[O-])c2c(N)n(C)c(=O)n(C)c2=O)cc1 (stereo unspecified)	-4%	-27%	?	-40%[inhibitor]	-84%[inhibitor]	?	i	-6%	2
CC(=O)c1ccc(NC(=S)NN2C(C)CCCC2C)cc1 (stereo unspecified)	2%	-23%	0%	i	-14%	-18%	i	21%	0
Fc1ccc(CNCc2ccccc2C(F)(F)F)cc1	-5%	3%	1%	i	35%	7%	i	-5%	11
Cc1cc(C)n2nc(C(=O)OCC(=O)NCc3ccc(Cl)cc3)nc2n1	-1%	0%	-2%	12%	14%	8%	i	3%	18
CCCCN(C(=O)c1cc(S(=O)(=O)N2CCOCC2)ccc1Cl)c1c(N)n(CC(C)C)c(=O)[nH]c1=O	-5%	10%	-6%	i	-1%	?	i	10%	4
O=[N+]([O-])c1ccc2nc(N3CCCC3)sc2c1	5%	10%	3%	-30%[inhibitor]	-11%	24%	i	-15%	18
CC(=O)c1ccc(NC(=S)N2CCN(S(=O)(=O)c3ccc(F)cc3)CC2)cc1	-5%	-27%	5%	-10%	-8%	21%	i	21%	-9
Cc1cc(C)nc(N/N=C/c2ccc(Cl)cc2)n1	-3%	6%	9%	i	?	19%	i	5%	-16
CCOc1ccc(S(=O)(=O)c2cc3cccc(OCC)c3oc2=O)cc1	.	8%	.	i	-17%	6%	.	4%	.
CCCCCN(C(=O)CCC(=O)OCC(=O)N(CC)C1CCCCC1)c1c(N)n(CCCC)c(=O)[nH]c1=O	1%	14%	-3%	i	-21%	-4%	i	?	-4
CN1CCc2ccccc2C1Cc1ccccc1NC(=O)c1sc2ccccc2c1Cl (stereo unspecified)	15%	2%	1%	i	4%	8%	i	-23%	-12
Cc1cc(NC(=O)COc2ccccc2C)ccc1NC(=O)c1cccs1	7%	?	2%	-36%[inhibitor]	-9%	-8%	i	?	10
O=C(O)C1SCCN1S(=O)(=O)c1ccc(N=NN2CCOCC2)cc1 (stereo unspecified)	1%	15%	2%	i	-18%	1%	i	27%	11
O=C(O)c1cc(NC(=O)c2cccc(F)c2)cc(NC(=O)c2cccc(F)c2)c1	0%	21%	-6%	-33%[inhibitor]	8%	6%	i	5%	1
Cc1ccc(-n2ncc3c(NCCCn4ccnc4)ncnc32)c(C)c1	-3%	0%	3%	i	-8%	9%	i	-14%	26
C=CCOc1ccccc1/C=N/NC(=O)c1ccc(Cl)cc1Cl	8%	?	-6%	-47%[inhibitor]	8%	-4%	i	.	-7
Nc1c(Cl)cc(-c2csc(NCCc3nc4cc(Cl)c(Cl)cc4n3CCCO)n2)cc1Cl	0%	?	9%	-4%	-21%	-6%	i	?	-1
CCc1cccc(NC(=O)C(Cc2ccccc2)NS(=O)(=O)c2ccc3c(c2)c(=O)n(C)c(=O)n3C)c1 (stereo unspecified)	-3%	?	.	i	-12%	-8%	.	-14%	.
CN1CCN(c2cc(=O)n(C3CCCCC3)c(=O)[nH]2)CC1	2%	4%	25%	-4%	0%	17%	i	-21%	-3
O=c1oc2c(CN3CCCC3)c(O)ccc2cc1-c1ccccc1	.	12%	.	i	3%	17%	.	8%	.
O=C(Nc1ccc(F)c(Cl)c1)C1CCN(S(=O)(=O)c2ccc3[nH]c(=O)ccc3c2)CC1	1%	7%	-6%	-46%[inhibitor]	-2%	17%	.	-14%	.
CC(NC(=O)c1ccc(Cl)cc1)C1CC2CCC1C2 (stereo unspecified)	-6%	?	7%	-7%	-16%	-11%	i	-4%	0
Cc1ccc(N(CC(=O)NC2CCCCC2)C(=O)CCC(=O)Nc2nccs2)cc1	3%	5%	2%	-19%	-8%	9%	i	8%	13
Cc1cccc2sc(NC(=O)c3cc(S(=O)(=O)N(C)C)ccc3N3CCCC3)nc12	10%	14%	6%	-61%[inhibitor]	10%	-19%	i	36%	-13
CCOc1ccc(-c2cc(C(=O)NCc3ccc(F)cc3)[nH]n2)c(C)c1	11%	-18%	-2%	i	-13%	10%	i	-15%	-4

Of the compounds above, these have fluorine:
SMILES	GLP1R ag	GLP1R inv ag	aSyn rescue	PTHR1 agonist	Abeta yeast res	TDP-43 yeast inh	Akt phos inh	FUS suppressor	D3 antag
O=C(c1cccs1)N1CCC2(O)CCCCC2C1c1ccc(F)cc1 (stereo unspecified)	-2%	37%[activator]	-7%	i	11%	4%	i	11%	11
CC(C)C(=O)n1nc(-c2cccnc2)nc1NCc1ccc(F)cc1	2%	3%	-16%	i	-4%	?	i	4%	-11
CCOC(=O)c1sc(N2C(=O)c3oc4ccc(C)cc4c(=O)c3C2c2ccccc2F)nc1C (stereo unspecified)	.	7%	.	?	8%	-13%	.	-13%	.
Fc1ccc(CNCc2ccccc2C(F)(F)F)cc1	-5%	3%	1%	i	35%	7%	i	-5%	11
CC(=O)c1ccc(NC(=S)N2CCN(S(=O)(=O)c3ccc(F)cc3)CC2)cc1	-5%	-27%	5%	-10%	-8%	21%	i	21%	-9
O=C(O)c1cc(NC(=O)c2cccc(F)c2)cc(NC(=O)c2cccc(F)c2)c1	0%	21%	-6%	-33%[inhibitor]	8%	6%	i	5%	1
O=C(Nc1ccc(F)c(Cl)c1)C1CCN(S(=O)(=O)c2ccc3[nH]c(=O)ccc3c2)CC1	1%	7%	-6%	-46%[inhibitor]	-2%	17%	.	-14%	.
CCOc1ccc(-c2cc(C(=O)NCc3ccc(F)cc3)[nH]n2)c(C)c1	11%	-18%	-2%	i	-13%	10%	i	-15%	-4

Only part of the results is shown (hit frequency here may not be typical).
